High-throughput results from PubChem.
CXCR6 block = inhibitors of human CXCR6 receptor; O00574; CHO-K1 PathHunter CXCR6 beta-arrestin, luminescence; inhibition, % at 20 µM; AID 602244; 360,000 compounds, 0.36% hits; in the data active means inhibition above about 34%, passing the limit was not always enough;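 further: antagonist mode with CXCL16 agonist at 10 nM final; 0% = 10 nM CXCL16 with DMSO and 100% = unstimulated wells without agonist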
Target sequence (O00574 whole entry, looked up): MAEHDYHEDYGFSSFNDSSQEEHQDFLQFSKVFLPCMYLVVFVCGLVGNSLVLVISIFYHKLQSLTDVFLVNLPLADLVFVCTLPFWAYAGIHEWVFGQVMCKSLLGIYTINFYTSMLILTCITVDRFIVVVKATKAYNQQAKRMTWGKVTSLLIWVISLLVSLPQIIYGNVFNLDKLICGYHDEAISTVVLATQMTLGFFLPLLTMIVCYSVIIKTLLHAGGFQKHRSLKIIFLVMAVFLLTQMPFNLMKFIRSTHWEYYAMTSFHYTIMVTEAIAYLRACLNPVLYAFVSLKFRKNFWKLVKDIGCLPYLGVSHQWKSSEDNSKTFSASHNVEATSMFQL
UPR CHOP act = apoptotic UPR (CHOP) activation. CHO-CHOP luciferase reporter, luminescence; percent of tunicamycin response over DMSO baseline. activation, % at 10 µM. 330,000 compounds, 0.34% hits. AID 449763;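 active means at 10 µM dose, activation of 40% or more, normalized to positive control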;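 further: 100% = tunicamycin at 10 µg/mL and 0% = DMSO alone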
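Assay system: CHO cells with stable CHOP pathway luciferase reporter; Buffer or medium: F12 plus 10% serum; Times: 16-18 h cell attachment, then 6 h compound exposure, 37 °C; Signal: luciferase luminescence; Read-out basis: percent activation relative to tunicamycin control; Control set: tunicamycin high control, DMSO low control.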
APJ antag = antagonists of human APJ apelin receptor; 330,000 compounds, 0.32% hits; P35414; inhibition, % at 20 µM; CHO-K1 APJ beta-arrestin complementation, luminescence; AID 2521;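 active means inhibition above about 40% at 20 µM, limit read from the data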;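 further: cells challenged with 10 nM apelin-13 agonist together with compound; plate controls were apelin-13 plus DMSO wells for no effect and DMSO wells lacking apelin-13 for full effect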
Target sequence (P35414 whole entry, looked up): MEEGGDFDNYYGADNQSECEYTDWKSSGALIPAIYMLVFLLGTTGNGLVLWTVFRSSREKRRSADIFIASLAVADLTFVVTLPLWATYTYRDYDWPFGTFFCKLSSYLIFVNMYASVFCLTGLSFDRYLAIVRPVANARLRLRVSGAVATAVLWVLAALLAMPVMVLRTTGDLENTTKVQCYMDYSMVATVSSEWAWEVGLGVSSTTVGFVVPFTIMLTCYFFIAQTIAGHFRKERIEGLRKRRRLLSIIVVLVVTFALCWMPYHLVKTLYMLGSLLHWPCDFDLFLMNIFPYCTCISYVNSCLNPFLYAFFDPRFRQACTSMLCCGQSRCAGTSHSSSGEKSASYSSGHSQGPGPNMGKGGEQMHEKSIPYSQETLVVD
tim23-1 inh = growth inhibitors of tim23-1 mutant yeast. S. cerevisiae tim23-1 growth, BacTiter-Glo luminescence, 24 h. inhibition, % at 20 µM. 330,000 compounds, 1.3% hits;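 active means growth inhibition of the mutant yeast at or above 50%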;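 further: temperature-sensitive mutant grown at 25 °C; plate controls were DMSO-treated mutant yeast for no effect and medium wells lacking yeast for full effect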
tim10-1 inh = tim10-1 yeast growth inhibition; S. cerevisiae tim10-1 ts strain growth, BacTiter-Glo, 24 h; inhibition, % at 20 µM; 330,000 compounds, 2.2% hits; AID 463190;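 active means inhibition of at least 40%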;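 further: mutant grown at 25 °C; 0% = DMSO wells with yeast and 100% = wells holding no yeast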
Mdm2 MdmX PPI = human Mdm2/MdmX binding inhibition. O15151+Q00987. SaOS-2 split-luciferase Mdm2/MdmX complementation, luminescence. inhibition, % at 8 µM. 330,000 compounds, 3% hits. AID 485346;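 active means inhibition of at least 50% at 8 µM in the primary screen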
UPR XBP1 act = adaptive UPR (XBP1) activation. CHO-XBP1 luciferase reporter, IRE1-XBP1 UPR activation, luminescence; percent of tunicamycin response, DMSO as zero. activation, % at 20 µM. 330,000 compounds, 0.33% hits. AID 463104;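 active means versus positive control, 20 µM dose yields 30% or more activation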;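 further: 100% = tunicamycin at 10 µg/mL and 0% = DMSO only wells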
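incubation = overnight seeding at 37 °C, 6 h compound treatment at 37 °C | assay system = CHO-XBP1 cells stably carrying IRE1-XBP1-driven luciferase reporter | input = 1000 cells per well | detection = luciferase luminescence | dosing = single point, 20 µM final compound, 1% DMSO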
TIM10 inh = inhibits growth of TIM10 yeast strain | S. cerevisiae TIM10 strain growth, BacTiter-Glo luminescence, 24 h | inhibition, % at 10 µM | 330,000 compounds, 1.4% hits;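 active means inhibition of 40% or more at the single tested concentration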;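 further: wild-type TIM10 isogenic control strain grown at permissive 25 °C; 0% = DMSO yeast wells and 100% = minimal medium wells without yeast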
APJ ag = agonists of human APJ apelin receptor; CHO-K1 APJ PathHunter beta-arrestin, luminescence; 0% DMSO wells, 100% apelin; AID 2520; 330,000 compounds, 0.11% hits; P35414; activation, % at 20 µM;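 active means activation more than six SD over the plate average, tested at 20 µM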;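 further: 0% = DMSO alone and 100% = apelin-13 at 10 nM; some results filed as inactive read as strong as hits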
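Material: engineered CHO-K1 APJ arrestin reporter cells; amount: 1000 CHO-K1 reporter cells seeded per well; incubation: compound stimulation 90 min at 25 °C, detection 60 min; signal: luminescent beta-gal fragment complementation, chemiluminescent substrate; read-out basis: APJ agonist activity; controls: DMSO-only wells as negative, 10 nM Apelin-13 as positive control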
Active calls of the source: *; . = no result given.

SMILES	CXCR6 block	UPR CHOP act	APJ antag	tim23-1 inh	tim10-1 inh	Mdm2 MdmX PPI	UPR XBP1 act	TIM10 inh	APJ ag
COc1ccc(-n2c(C)cc(/C=C(\C#N)C(=O)NCc3ccco3)c2C)cc1	-4	2.5	3	21	13	-10	-1	21	-3
O=C(CCNC(=O)C1CCN(S(=O)(=O)c2ccccc2)CC1)NC1CC1	1	1.9	-24	12	22	6	-1	-2	-2
CCOC(=O)c1ccc(NC(=O)CSc2nnc(Cc3cccs3)n2C)cc1	-6	1.3	13	-8	-9	15	-1	-1	-3
N#CC(C#N)=C1NC2(CCCCC2)Cc2ccccc21	4	0.6	11	12	20	-22	-3	24	0
CC(NC(=O)/C(C#N)=C/c1ccc(C(=O)O)cc1)c1ccccc1 (stereo not given)	6	0.2	5	5	9	0	0	0	-5
Cn1nnnc1SCC(=O)c1ccc(Br)s1	4	-2.4	10	19	22	15	3	10	-4
CC(CCc1ccccc1)NC(=O)CN(C)Cc1ccc(F)cc1 (stereo not given)	8	-1.1	-4	18	38	-29	-3	-2	-1
CC1CCC(NC(=O)Cn2c(=O)oc3ccccc32)CC1 (stereo not given)	-4	1.1	-6	15	4	6	-1	4	14
O=C(Nc1ccccc1-c1nc2ccccc2s1)c1cccnc1	-4	0.6	4	-9	16	34	1	7	-2
CC(C)[C@H](NC(=O)N1c2ccccc2NC(=O)[C@@H]1C(C)C)C(=O)N[C@H](C(=O)O)c1ccccc1	-2	-2.1	-5	6	-14	12	-2	3	2
CCc1ccc(OCC(=O)OC2CCS(=O)(=O)C2)cc1 (stereo not given)	1	0.3	9	22	21	-28	-3	12	2
CCOCC(=O)NCc1ccc2c(c1)cc(C)n2C	3	-0.6	8	9	6	-1	-1	-5	6
O=C1OCCC1Sc1nc2ccccc2n1Cc1ccccc1 (stereo not given)	-9	-3.7	17	2	10	2	-3	23	4
COc1cccc(N(CC(=O)NCCN2CCOCC2)S(=O)(=O)c2ccccc2)c1	-1	0.8	-3	8	-7	-11	-3	13	10
Cc1ccc(NC(=O)Cn2ccc([N+](=O)[O-])n2)cc1Cl	-3	1.1	-8	24	20	10	2	14	3
CCOC(=O)Cn1nc(C)c(NC(=O)COc2ccc([N+](=O)[O-])cc2)c1C	-4	-0.7	5	7	11	-4	0	-7	-5
COC(=O)c1ccc(CNC(=O)COC(=O)CCN2C(=O)C3CC=CCC3C2=O)cc1 (stereo not given)	1	1.5	4	-3	-4	22	-2	3	0
COc1ccc(C2(CNC(=O)Cc3ccccc3)CCCC2)cc1OC	-1	-0.7	-2	19	12	-8	-5	17	1
Cc1ccc(S(=O)(=O)c2cc3c(=O)n4ccccc4nc3n(C)c2=N)cc1	-1	-0.7	39	13	16	-1	0	-25	-4
Cc1[nH]n(C)c(=O)c1N=Nc1ccc(S(C)(=O)=O)cc1	7	1.3	20	12	6	-13	-2	7	-9
Cc1nc2ccc([N+](=O)[O-])cc2c(=O)n1Cc1ccc(Cl)cc1	-12	1.2	-22	0	8	30	-6	1	-1
CCCCC[C@@H]1C=C(C(=O)O)[C@H](c2ccc(C)cc2)N1S(=O)(=O)c1ccc(C)cc1	0	1.7	-7	28	20	11	-3	13	-4
COc1ccc(CCNS(=O)(=O)c2cc3c4c(c2)CC(=O)N4CCC3)cc1	-10	0.3	18	-9	-3	15	-2	2	0
COc1ccc(/C(C)=N/NC(=O)c2ccc(N(C)C)cc2)cc1	7	1.2	-12	5	-15	5	-3	13	-3
CCOC(=O)c1c(-c2ccco2)csc1NC(=O)CSc1nnc(N)s1	-9	0.6	8	25	5	-6	-3	20	2
Cc1ccc(NC(=O)C(c2ccc(Cl)cc2)N2CCOCC2)cc1 (stereo not given)	0	1.7	13	18	16	-1	-2	23	-3
CCOc1ccccc1N1CCN(C(=S)NCc2ccco2)CC1	-14	1.8	-12	26	17	-9	0	10	2
COc1ccccc1CN(C)C(=O)c1ccc2c(c1)NC(=O)CS2	-4	0.9	1	1	20	3	1	3	1
CCSc1nnc(N(CCC(=O)O)CCC(=O)O)s1	-1	-0.9	4	5	3	26	-1	-5	7
O=C(O)CSC1CC(=O)N(c2ccc(Cl)c(Cl)c2)C1=O (stereo not given)	6	-1.1	-14	28	36	-14	-4	13	-6
O=C(c1ccc(F)cc1)N(c1ccccn1)C1CCCCC1	-9	0.3	6	12	20	-23	-1	16	-3
COc1cc(CNC2CCCCCCC2)cc(Cl)c1OC	-1	0.8	20	13	21	13	-2	12	-1
Cc1ccc(S(=O)(=O)N(CC(=O)N2CCCCC2)c2cccc(C)c2)cc1	0	-1.9	6	14	22	31	-2	-2	0
Cc1ccc(-c2c[n+](Cc3ccc(Cl)cc3)c3n2CCC3)cc1	5	2.1	26	1	11	35	-2	19	-3
C#CCn1cnc2c(oc3ccccc32)c1=O	9	5.4	5	8	-15	16	2	-14	-3
CCCOc1cccc(NC(=O)c2cc(C)oc2C)c1	-4	0.3	-4	22	34	-11	-3	-3	3
Cc1cc(C)nc(SCCCNCc2ccc(Br)cc2)n1	1	0.3	-3	18	7	11	-3	-16	0
COc1cc(OC)cc(-c2nnc(Nc3nc4c(F)cccc4s3)o2)c1	0	2.3	24	10	-2	41	4	11	-3
CS(=O)(=O)N(CC(=O)N1CCc2ccccc2C1)Cc1ccc(F)cc1	2	1.9	3	22	-3	26	-3	1	-2
Cc1ccc(Nc2nnc(SCC(=O)Nc3cccc(S(=O)(=O)NC4=NCCCCC4)c3)s2)cc1	1	-0.3	3	9	16	7	-2	-14	1
Oc1ccc2ccccc2c1CNc1ccc(Br)cc1	.	1.4	-7	25	16	19	2	31	-1
O=C(c1ccc(Cn2cc(Cl)cn2)cc1)N1CCN(c2ccccc2)CC1	-14	0.1	-5	31	34	1	1	13	1
Fc1cccc(F)c1-c1nc2c(s1)CCc1onc(-c3ccc(Br)cc3)c1-2	8	2.2	-5	29	20	8	-2	16	1
COc1ccc(/C=N/NC(=O)CSc2ccccn2)cc1OC	-4	2.9	30	4	-5	18	1	23	-3
Cc1ccc(CNC(=O)CCNC(=O)c2ccco2)cc1	4	0.3	10	1	-8	19	8	-8	-3
CCn1c2ccccc2c2cc(/C=N/n3cn[nH]c3=S)ccc21	-2	0.2	-7	37	51*	-13	6	48*	0
COc1ccc(NC(=O)CCn2nc(C)cc2C)cc1	-2	-1.8	21	11	13	2	1	-2	2
Cc1cc(C)c(C)c(S(=O)(=O)N2CCN(C(=S)NCC3CCCO3)CC2)c1C (stereo not given)	-5	-1.8	16	-54	-94	25	-2	-89	-3
O=C(CN1CCN(c2ccc([N+](=O)[O-])cc2)CC1)Nc1nccs1	0	1.3	6	-6	25	-19	-1	20	3
COc1ccccc1Nc1ncccc1C(=O)O	0	-1.9	10	10	8	4	2	6	-5
Cc1ccc(CNC(=O)C2CCN(S(=O)(=O)c3cccs3)CC2)cc1	-1	-1.4	-1	6	-3	-12	-1	-12	-2
COc1ccc(C(=O)Nc2c3c(nn2C(C)(C)C)CS(=O)(=O)C3)cc1OC	-10	3.0	-45	-4	-6	5	-4	1	-2
COc1cc2cccc(OC)c(=O)c2c(O)c1OC	0	1.8	9	29	19	-40	3	14	-4
Cc1ccc(N2C(=O)CC(NNc3nc4ccccc4s3)C2=O)cc1C (stereo not given)	-5	-0.2	-10	14	14	32	1	5	0
Cc1nc2ncnn2c(N2CCN(C(=O)c3cccc(F)c3)CC2)c1C	-1	-3.0	-2	8	11	5	-4	0	-1
O=C(O)c1ccc(N/C(=N\S(=O)(=O)c2ccc(Cl)cc2)c2ccccc2)cc1	0	-1.5	5	-4	-4	2	2	-8	-3
Cc1ccc(-c2c3c([nH]c(=S)c2C#N)CCCC3)o1	-10	-0.9	2	19	40	14	4	27	-2
Cc1ccc(NC(=S)NC(=O)c2ccc(-c3ccccc3)cc2)c(C)c1	15	-0.2	17	20	8	22	-4	-32	-3
O=C(COc1ccc(F)cc1)Nc1nccs1	0	3.3	17	4	23	-60	-2	-11	-2
CCCC12CN3CC(C)(CN(C1)C3c1ccc([N+](=O)[O-])o1)C2=O (stereo not given)	-8	-1.5	-10	-5	31	21	0	8	4

Three compounds already listed, sorted by their value in CXCR6 block, low to high:
Compound	CXCR6 block
Cc1cc(C)c(C)c(S(=O)(=O)N2CCN(C(=S)NCC3CCCO3)CC2)c1C (stereo not given)	-5
Cc1nc2ncnn2c(N2CCN(C(=O)c3cccc(F)c3)CC2)c1C	-1
O=C(COc1ccc(F)cc1)Nc1nccs1	0

(continued)
SMILES	CXCR6 block	UPR CHOP act	APJ antag	tim23-1 inh	tim10-1 inh	Mdm2 MdmX PPI	UPR XBP1 act	TIM10 inh	APJ ag
CCc1ccc(OCc2nnc(SCCN3CCOCC3)n2C)cc1	-4	0.8	10	17	16	-16	1	4	-1
CCN(CCCCN1C(=O)c2ccccc2C1=O)c1ccc2c(c1)C(=O)N(C)C2=O	-5	0.3	10	22	-14	-5	-3	8	6
CSc1ccccc1NC(=O)CNCCCN1CCOCC1	-9	-2.0	9	-8	-11	11	1	-12	-3
COc1ccc(S(=O)(=O)N2CCC(C(=O)N[C@H](C(=O)N3CCCC3)C(C)C)CC2)cc1	0	-0.3	2	5	20	9	-5	3	-3
CCn1c(SCc2nc(-c3ccc(OC)c(OC)c3)no2)nnc1-c1cccs1	-2	-0.3	3	38	25	14	-2	14	2
O=C(C[C@@H]1C/C=C\C[C@@H](Cc2ccc(F)cc2)C(=O)OC[C@H]2CCCN2C1=O)NCCO	-5	3.9	5	12	2	2	3	-5	-4
CCSc1nnc(CNc2ccc(C)cc2)n1C	-2	0.8	18	-1	4	2	4	0	-3
CO/N=C(/CN1CCCCC1)c1ccc(Cl)cc1	-18	0.6	9	18	3	13	0	8	-1
COc1ccc2cc(C3(C)NC(=O)N(CC(=O)N4CCCCC4)C3=O)ccc2c1 (stereo not given)	10	-0.5	17	7	-8	12	2	-3	-1
O=C1c2ccc(Br)cc2C(=O)N1c1ccc(Cl)cn1	6	1.7	-16	25	-2	12	-5	4	-2
COc1ccc(C(=O)NCCn2ccc3ccccc32)cc1OC	0	3.1	0	7	-3	7	3	-2	7
COc1ccc(CN2C(=O)NC3(CCCc4ccccc43)C2=O)cc1F (stereo not given)	2	-0.1	-24	20	14	-14	2	13	-3
CCOC(=O)C1(CCc2ccccc2)CCN(Cc2cccc3nccnc23)CC1	5	0.6	4	5	11	10	-2	12	-4
COCCNC(=O)C1(C(F)(F)F)CC(CCCO)CCCO1 (stereo not given)	-3	-2.8	1	12	8	4	-1	6	-4
Cn1cc(Br)c(-c2cccc(N3C(=O)CCCC3=O)c2)n1	-4	-1.0	-5	-1	-15	16	1	5	-1

Part of the list above, reduced to tim10-1 inh, UPR XBP1 act and APJ antag.
molecule,tim10-1 inh,UPR XBP1 act,APJ antag
O=C1c2ccc(Br)cc2C(=O)N1c1ccc(Cl)cn1,-2,-5,-16
COc1ccc(C(=O)NCCn2ccc3ccccc32)cc1OC,-3,3,0

The list is partial; the hit share may differ from the screen's.
